CF NFkB inh – inhibitors of cystic fibrosis induced NF-kB | inhibition, % at 5 µM | hit rate 0.86% among 360,000 | AID 588850 | KKLEB NF-kB-GFP reporter, PAF-induced, GFP fluorescence overnight;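 active means at least 50% inhibition at 5 µM, scaled per plate between neutral and stimulator controls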;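 further: PAF is a Pseudomonas aeruginosa culture filtrate used as stimulus; plate controls were PAF-stimulated DMSO wells for no effect and unstimulated DMSO wells for full effect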
NR2E3 ag-1 – agonists of human nuclear receptor NR2E3; AID 2300; inhibition of corepressor binding, % at 4.78 µM; hit rate 0.12% among 320,000; GST-NR2E3/biotin-RetCOR TR-FRET, 1536-well;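 active means percent inhibition above the cutoff of mean plus 3 SD of all tested compounds, set per screening campaign, cut at about 20% in these data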;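 further: 0% = DMSO wells and 100% = biotin wells as full block of FRET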
Target sequence (Q9Y5X4 whole entry, looked up): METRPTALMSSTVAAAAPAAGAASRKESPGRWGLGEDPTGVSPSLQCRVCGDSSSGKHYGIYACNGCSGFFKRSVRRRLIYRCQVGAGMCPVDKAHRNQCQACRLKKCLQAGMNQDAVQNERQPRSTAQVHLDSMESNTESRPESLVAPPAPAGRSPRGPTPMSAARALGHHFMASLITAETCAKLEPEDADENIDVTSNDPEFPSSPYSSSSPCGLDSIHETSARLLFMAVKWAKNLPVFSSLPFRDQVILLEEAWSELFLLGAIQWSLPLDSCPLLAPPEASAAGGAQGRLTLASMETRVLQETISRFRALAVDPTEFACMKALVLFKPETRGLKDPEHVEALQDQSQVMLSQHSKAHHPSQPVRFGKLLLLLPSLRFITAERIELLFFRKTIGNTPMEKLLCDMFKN
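Assay system: NR2E3–RetCOR corepressor complex. Quantity: 1.35 nM GST-NR2E3. Buffer or medium: pH 7.5 Tris-based buffer. Reagent: biotinylated RetCOR corepressor at 7 nM final. Schedule: 5 h at 4 °C. Detection: TR-FRET, emission read at 617 and 671 nm. Replicates: one well per compound, singlicate testing.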
Peg3 prom inh – inhibitors of Peg3 promoter. HeLa PEG-Prom luciferase reporter, luminescence, overnight. inhibition, % at 20 µM. hit rate 1.7% among 360,000. AID 588405;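 active means inhibition of at least 50% at 20 µM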
TWEAK Fn14 block – inhibitors of TWEAK-Fn14 interaction signaling; TWEAK-stimulated Fn14 reporter cells, luciferase luminescence, 8 h; hit rate 2% among 360,000; AID 1159606; inhibition, % at 10 µM; in the data active means inhibition above about 50%
TROY signal inh – TROY signaling inhibition. AID 1347056. inhibition, % at 10 µM. hit rate 0.98% among 360,000. Q293 LMP1-TROYcd NF-kB luciferase reporter, 4 h;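 active means compounds whose plate-normalised and pattern-corrected inhibition of the luciferase reporter signal at the single screening dose is 50% or more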
Shn3 inh set2 – inhibitors of Schnurri-3 3'UTR reporter in osteoblasts; Clone20 osteoblast Shn3 3'UTR firefly luciferase, 24 h; inhibition, % at 12.5 µM; hit rate 0.52% among 360,000; AID 588674;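 active means mean inhibition of at least 75% with every replicate also reaching 75%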;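 further: 0% = median of neutral control wells and 100% = pilot-screen positive control compound; some compounds past the cut are filed as inactive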
HIF-2a block – inhibitors of HIF-2a; 786-0 RCC cells HIF-2a reporter, luciferase luminescence, overnight; inhibition, % at 18.8 µM; hit rate 0.72% among 360,000; AID 624352;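 active means inhibition of the luminescence signal of 40% or more relative to plate controls, in a single-dose primary screen at 18.75 µM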
TRPM1 prom inh – reduces MITF-dependent TRPM1 promoter luciferase signal; hit rate 0.83% among 330,000; inhibition, % at 12.5 µM; SK-MEL-5 TRPM1 promoter luciferase, 24 h; AID 488899;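 active means mean inhibition across replicates of 60% or more, whatever share of single replicates reaches that level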; further: values of inactives mirror those of a sister screen read the other way
NR2E3 ag-2 – activates human NR2E3 receptor. Q9Y5X4. CHO-S Gal4-NCOR/VP16-NR2E3 two-hybrid, luciferase. inhibition of corepressor binding, % at 3.98 µM. hit rate 0.35% among 360,000. AID 602229;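 active means inhibition above the mean of all tested compounds plus 3 SD, cut at about 70% in these data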;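 further: 0% = DMSO with NR2E3 transfected cells and 100% = cells lacking NR2E3 construct; higher means lower luciferase signal from less NR2E3 corepressor binding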
C8 TRAIL sens – sensitizes caspase-8 expressing cells to TRAIL; NB7+C8 cells + TRAIL, ATPlite viability luminescence; hit rate 1% among 360,000; inhibition (viability loss, TRAIL sensitization), % at 10 µM; AID 624354;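 active means compounds causing at least 50% loss of cell viability in the single-dose screen, relative to plate controls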
KKLEB cytotox – counter-screen for CF NF-kB inhibitors: cytotoxicity | KKLEB CF airway cells viability, ATPlite luminescence, overnight; hits give low values; cells stimulated with P. aeruginosa culture filtrate | activity change (cytotoxicity), % at 5 µM | hit rate 0.36% among 360,000;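 active means corrected activity change at or below -50% at 5 µM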
* = called active by the depositor; . = not tested or not shown. Only part of the results is shown (hit frequency here may not be typical).

SMILES | CF NFkB inh | NR2E3 ag-1 | Peg3 prom inh | TWEAK Fn14 block | TROY signal inh | Shn3 inh set2 | HIF-2a block | TRPM1 prom inh | NR2E3 ag-2 | C8 TRAIL sens | KKLEB cytotox
COc1cccc(C(=O)N/N=C/c2ccc(OC3CSC3)cc2)c1 | -1 | -2 | -37 | -13 | -43 | -7 | -13 | -15 | -3 | 10 | 8
Cc1cccc(C)c1NC(=S)NCCc1ccccn1 | -8 | 1 | 6 | 2 | -21 | -6 | 8 | -14 | -7 | 5 | 6
COc1cc(C(=O)N(Cc2ccccn2)CC2CCCO2)cc(OC)c1OC (configuration not stated) | -10 | 5 | -6 | -9 | 5 | -5 | 11 | -1 | -18 | -1 | 12
C=CCn1c(O)c(C=Nc2ccccc2)sc1=S | 7 | 0 | -155 | -20 | -25 | -38 | -199 | -44 | -43 | -1 | 4
COc1ccc(C)cc1N1CC(C(=O)Nc2ccccc2C(=O)NC2CC2)CC1=O (configuration not stated) | -19 | 1 | -5 | 2 | 8 | 15 | 11 | -10 | -5 | -10 | 6
COc1ccc(C2CC(c3cccs3)=NN2S(C)(=O)=O)cc1 (configuration not stated) | -5 | 1 | -63 | 0 | 1 | -54 | -110 | -43 | 6 | 3 | 16
Cc1ccc(C(=O)Nc2nc3ccc(Cl)cc3s2)o1 | 8 | -4 | -337 | 36 | -25 | -167 | -300 | -61 | -91 | 47 | 6
CC(=O)Nc1ccc(NC(=O)CSc2nc(N)c(NC(=O)c3ccccc3F)c(=O)[nH]2)cc1 | 8 | 2 | 7 | -1 | -8 | 1 | 5 | -6 | -1 | 6 | -11
Cc1oc(-c2ccc(Cl)cc2)cc1C(=O)/C(C#N)=C/Nc1cccc(OC(F)(F)F)c1 | 18 | -1 | 6 | 17 | -2 | -114 | 8 | -8 | -29 | 4 | -17
Cc1ccc(O)c(C(=O)/C=C/c2ccc3c(c2)OCCO3)c1 | 35 | 0 | -106 | 32 | -26 | -40 | -89 | -41 | -65 | 6 | -29
CC(C)C(=O)N1CCC1(C)C(=O)Nc1nc2ccccc2[nH]1 (configuration not stated) | 9 | . | -6 | -4 | 23 | -11 | 4 | . | -14 | -1 | 1
CCN(C(=O)COC(=O)/C=C/c1ccc(S(=O)(=O)N2CCc3ccccc32)cc1)C1CCS(=O)(=O)C1 (configuration not stated) | 0 | -4 | 24 | 8 | 6 | -14 | 3 | 4 | 2 | -3 | -3
COc1ccc(Cl)cc1NC(=O)c1cc(-c2ccccc2O)n[nH]1 | -2 | -1 | 7 | 1 | 10 | -5 | -50 | -1 | -26 | 15 | 9
COc1ccc(C2/C=C\CN(C(=O)CC(C)(C)C)CC(=O)N2Cc2ccc(F)cc2)cc1 (configuration not stated) | 0 | 3 | -4 | -18 | -7 | 6 | 14 | 2 | -2 | -7 | -7
CCS(=O)(=O)N1CCN(C2Cc3ccccc3C2)CC1 | -2 | 3 | 0 | 0 | 9 | 14 | -1 | 1 | 9 | 5 | 3
COc1ccc(C2(C)C(C#N)C(=O)NC(=O)C2C#N)cc1 (configuration not stated) | 2 | . | -9 | 3 | -12 | -9 | 12 | -20 | -4 | -4 | -6
CCCCCNCc1cccc(Br)c1 | 7 | 0 | -2 | 9 | 2 | 14 | -29 | -4 | -11 | 12 | -9
O=C(COC(=O)/C=C/c1ccco1)Nc1ncc(Cl)cc1Cl | -10 | 5 | -8 | -7 | 8 | 5 | 7 | 12 | -6 | -6 | 2
Cc1nn(Cc2ccccc2)c(Cl)c1/C=C/C(=O)OCC(=O)N(C)C1CCS(=O)(=O)C1 (configuration not stated) | -5 | -1 | 6 | 6 | 4 | 4 | 8 | -4 | 3 | 0 | -2
CCCCCCCCc1nc(SCC(C)=O)n[nH]1 | -11 | 0 | 9 | -11 | -5 | 5 | 5 | -6 | 6 | 1 | 4
C=CCc1c(C)nc(SC)nc1Nc1ccc(C)cc1 | 28 | 25* | 16 | 4 | -5 | 33 | -8 | 3 | 12 | -18 | -13
O=C(COc1c(Br)cc(Br)c2cccnc12)N1CCCCC1 | -9 | 4 | -7 | -7 | -21 | -1 | -25 | 15 | 10 | -6 | -6
O=C(Nc1ccc(S(=O)(=O)Nc2ncccn2)cc1)c1ccc(Br)o1 | 8 | 1 | 12 | 3 | 23 | 28 | 14 | 0 | -9 | 5 | -22
Nc1nc(-c2ccc3ccccc3c2)cs1 | -11 | 4 | -439 | -27 | -63 | -39 | -379 | -92 | -136 | 33 | -9
CCc1ccc(NC(=O)C2CC(=O)Nc3ncnn32)cc1 (configuration not stated) | -28 | 4 | -17 | 10 | 17 | -8 | 22 | 8 | 25 | -4 | 5
COc1ccc(NC(=S)N(CCc2c(C)[nH]c3ccc(C)cc23)Cc2cccs2)cc1 | -19 | -3 | 4 | -2 | -10 | 26 | -9 | -16 | -19 | 8 | -5
C=CCNC(=O)C1CCCN(S(C)(=O)=O)C1 (configuration not stated) | 2 | 8 | 4 | 7 | -24 | -51 | 7 | -1 | -3 | 3 | -6
CCOc1ccccc1C(=O)N(CCC(=O)OC)c1ccccn1 | -4 | 0 | 6 | -6 | 8 | -25 | 14 | 5 | -18 | -4 | 1
CCOC(=O)c1sc(-c2ccc(Cl)cc2Cl)nc1O | -6 | 2 | -31 | -13 | -2 | -1 | -82 | -13 | -1 | 4 | -1
COC(=O)c1cc(Br)c(=O)n(-c2ccccn2)c1 | -19 | 0 | 14 | -19 | -9 | 7 | 7 | -2 | 22 | 2 | 2

In a second layout: results already given
Structure	CF NFkB inh	NR2E3 ag-1	Peg3 prom inh	TWEAK Fn14 block	TROY signal inh	Shn3 inh set2	HIF-2a block	TRPM1 prom inh	NR2E3 ag-2	C8 TRAIL sens	KKLEB cytotox
O=C(COc1c(Br)cc(Br)c2cccnc12)N1CCCCC1	-9	4	-7	-7	-21	-1	-25	15	10	-6	-6
C=CCc1c(C)nc(SC)nc1Nc1ccc(C)cc1	28	25*	16	4	-5	33	-8	3	12	-18	-13
CCOc1ccccc1C(=O)N(CCC(=O)OC)c1ccccn1	-4	0	6	-6	8	-25	14	5	-18	-4	1

Next entries:
SMILES | CF NFkB inh | NR2E3 ag-1 | Peg3 prom inh | TWEAK Fn14 block | TROY signal inh | Shn3 inh set2 | HIF-2a block | TRPM1 prom inh | NR2E3 ag-2 | C8 TRAIL sens | KKLEB cytotox
CCNC(=O)CSc1nnc(C2CC2)n1-c1ccccc1 | 0 | 3 | 11 | -5 | 5 | -14 | 7 | -3 | -5 | 11 | -13
Cc1onc(-c2ccccc2Cl)c1C(=O)Nc1ccc(S(=O)(=O)Nc2nccs2)cc1 | 10 | 0 | -4 | -13 | 16 | -1 | -9 | -8 | -9 | -2 | 15
CN(C)C(=O)C(=O)c1c(-c2ccccc2)cc2ccccn12 | 13 | 1 | 24 | 17 | -17 | 13 | 14 | 7 | 16 | 8 | -1
CS(=O)(=O)N(CC(=O)N/N=C/c1cc([N+](=O)[O-])ccc1Cl)c1ccccc1 | -15 | -2 | 7 | -6 | 5 | 0 | 26 | 7 | -38 | 3 | 17
Cc1ccc(Cl)cc1NS(=O)(=O)N1CCOCC1 | -17 | -1 | 16 | -8 | -14 | 2 | 3 | 9 | 21 | -4 | 21
COc1ccc2cc(-c3[nH]ncc3CN3CCCCO3)ccc2c1 | -2 | -2 | -47 | -4 | 13 | 0 | -101 | -33 | -72 | -1 | 2
COCCNC(=O)CN(Cc1ccc(Cl)cc1)S(C)(=O)=O | -18 | -1 | 1 | 8 | -1 | -9 | 22 | 6 | 3 | -5 | 14
CCc1ccc(NS(=O)(=O)c2ccc3[nH]cc(C(=O)N(C)Cc4ccco4)c(=O)c3c2)cc1 | -13 | 2 | 3 | 2 | 18 | 10 | 2 | 5 | 5 | 2 | 10
Brc1cnc2ccccc2c1N1CCCCC1 | 20 | 3 | 20 | 9 | -3 | 6 | 19 | 9 | -34 | -11 | -5
CCNC(=O)C1(C)CCCN(Cc2cc3ccccc3o2)C1 (configuration not stated) | 34 | . | 10 | 15 | -2 | -1 | 5 | . | -34 | 5 | -17
CC(C)N1CCN(C(=O)c2ccc(OC3CCN(CCc4ccccc4)CC3)cc2)CC1 | -21 | 0 | -11 | -18 | 2 | -30 | -17 | -11 | -45 | 7 | 10
Cn1nnnc1SCC1=C(C(=O)O)N2C(=O)C(NC(=O)Cn3nc(C(F)F)cc3C3CC3)C2SC1 (configuration not stated) | 4 | -1 | 10 | 7 | 0 | 8 | 10 | 10 | 0 | -1 | 18
Cc1ccc(C(=O)Nn2cnnc2)cc1 | -7 | 0 | 1 | 5 | 7 | 6 | 14 | -7 | 6 | -9 | 5
COC(=O)c1ccc(C)c(NC(=O)Cn2c(C)csc2=O)c1 | 1 | . | 24 | 4 | 1 | -12 | 16 | -5 | 0 | -10 | 18
CCc1ccc(/C=c2\s/c(=C\C(=O)C(C)(C)C)[nH]c2=O)cc1 | -3 | 4 | 16 | -14 | -11 | 6 | 7 | -1 | -31 | 19 | 6
O=C(OC(C(=O)Nc1ccc([N+](=O)[O-])cc1Br)c1ccccc1)c1ccccc1 (configuration not stated) | -6 | 1 | 2 | -24 | -6 | 16 | 12 | -15 | -4 | -14 | 24
COc1ccc(OC)c(S(=O)(=O)N2CCN(c3c(C)cccc3C)CC2)c1 | 12 | 1 | 15 | 9 | 10 | -6 | 2 | -5 | -26 | 6 | 1
Cc1c(C)c2ccc(OCC(=O)Nc3ccccc3C(N)=O)cc2oc1=O | -10 | -1 | -207 | -50 | -17 | -40 | -102 | -19 | 7 | 14 | 14
C=CCN(C(=O)C1CSC2(C)CCC(=O)N12)c1nc(-c2ccccc2)cs1 (configuration not stated) | 1 | -3 | -28 | 4 | -30 | -17 | -75 | -26 | -5 | 8 | 12
CCOC(=O)c1cnc2c(ccc3ccccc32)c1N | -38 | -2 | -202 | -27 | -71 | -68 | -208 | -61 | -60 | 6 | 9
COC(=O)c1cccc(COC(=O)c2cccnc2SC)c1 | 0 | 0 | -194 | -63 | -17 | -7 | -94 | -12 | -107 | -7 | -12
CC(C)c1ccc(NC(=O)CSc2n[nH]c(=O)n2Cc2ccco2)cc1 | -4 | 2 | 1 | 14 | -26 | 0 | 12 | . | -3 | 5 | -4
CC(=O)OC1c2ccccc2C(=O)N1Cc1ccccc1Cl (configuration not stated) | 19 | 4 | 8 | 10 | -1 | 21 | -7 | . | -35 | 3 | -33
COc1ccc(C(=O)OC(C)CN2CCN(C)CC2)cc1 (configuration not stated) | -3 | 2 | -35 | -13 | -23 | -95 | -37 | . | -9 | 0 | -1
CC1CCC(NC(=O)CN(C)CC(=O)Nc2ccc(F)cc2)CC1 (configuration not stated) | 5 | 3 | -14 | -5 | 0 | 3 | -46 | -7 | 2 | -4 | 3
O=C(N1CCOCC1)N1CCN(S(=O)(=O)c2cccc([N+](=O)[O-])c2)CC1 | -22 | 3 | -11 | 0 | 5 | -11 | 4 | -10 | -6 | -20 | 12
